Bioassay records as filed in PubChem.
Rab2 wt GTP: changes GTP binding to wildtype dog Rab2A, up or down; GTP binding activity, % at 10 µM; AID 760; GST-Rab2 wt beads, Bodipy-GTP binding, flow cytometry; hit rate 0.19% among 190,000;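 active = GTP binding activity at least 20 points away from 100%, either lowered or raised; inconclusive = signal likely due to the compound's own green fluorescence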;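 note: 0% = beads with excess unlabeled GTP and 100% = no-compound control corrected for plate trend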
Rab7 wt modul: modulators of GTP binding to dog Rab7 wildtype GTPase; GTP binding activity (percent of control), % at 10 µM; hit rate 0.055% among 190,000; GST-Rab7 beads, fluorescent GTP binding, flow cytometry; actives lie on both sides; untreated = 100%, excess cold GTP = 0%;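 active = fluorescent GTP binding to Rab7 beads changed by at least 20 points from the 100% baseline, either direction, mostly lower; inconclusive = compound itself probably fluorescent, or too few beads counted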;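 note: median green fluorescence of bound Bodipy-FL-GTP per Rab7 bead population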
Bim-Bcl-B: disrupts Bim peptide binding to human Bcl-B. Q9HD36. bead-based flow cytometry. inhibition, % at 10 µM. hit rate 0.073% among 190,000;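 note: 0% = tracer peptide without compound and 100% = reference inhibitor peptide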
Bim-Bcl-2: disrupts Bim peptide binding to human Bcl-2; P10415; Bead-based flow cytometry, Bim peptide-Bcl-2 binding; inhibition, % at 10 µM; hit rate 0.06% among 190,000; in the data active = inhibition above about 40%; inconclusive = no clear call, values can overlap the other calls;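 note: 0% = no compound wells with probe peptide and 100% = reference peptide inhibitor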
Target sequence (P10415 whole entry, looked up): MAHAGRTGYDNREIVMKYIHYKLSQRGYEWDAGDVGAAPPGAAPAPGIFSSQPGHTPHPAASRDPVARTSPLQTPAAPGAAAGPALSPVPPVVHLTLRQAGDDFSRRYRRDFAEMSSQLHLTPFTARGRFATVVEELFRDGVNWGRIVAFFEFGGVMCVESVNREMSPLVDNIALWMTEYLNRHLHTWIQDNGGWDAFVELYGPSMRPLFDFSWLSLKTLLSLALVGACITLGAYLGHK
Bcl-W Bim block: human Bim-Bcl-W interaction inhibition; Q92843; bead-based flow cytometry, Bim peptide-Bcl-W binding; inhibition, % at 10 µM; hit rate 0.02% among 190,000; AID 952;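 note: 0% = bound tracer without compound and 100% = peptide blocker; higher means less fluorescent Bim peptide bound to Bcl-W beads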
Cdc42 wt GTP: changes GTP binding to wildtype human Cdc42. GST-Cdc42 beads, Bodipy-GTP binding, flow cytometry; actives lie on both sides. P60953. AID 761. percent activity (GTP binding), % at 10 µM. hit rate 0.2% among 190,000;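 active = percent activity GTP binding at least 20 points away from the 100% baseline, either down as inhibitor or up as activator; inconclusive = compound flagged as likely green fluorescent from well-wide comparison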;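 note: median bead fluorescence of bound Bodipy-FL-GTP at 100 nM; 0% = excess unlabeled GTP control and 100% = no compound control; below 100% means less GTP binding so inhibitor and above means activator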
Target sequence (P60953 whole entry, looked up): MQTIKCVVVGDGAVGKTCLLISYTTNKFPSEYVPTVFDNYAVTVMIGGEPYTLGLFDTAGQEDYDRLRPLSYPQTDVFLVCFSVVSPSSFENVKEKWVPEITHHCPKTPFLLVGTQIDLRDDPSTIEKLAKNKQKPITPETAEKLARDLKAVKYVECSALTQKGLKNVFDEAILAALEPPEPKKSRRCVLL
Bim-Bcl-XL: disrupts Bim peptide binding to human Bcl-XL; AID 1007; inhibition, % at 10 µM; hit rate 0.04% among 190,000; bead flow cytometry, fluorescence; Q07817
Target sequence (Q07817 whole entry, looked up): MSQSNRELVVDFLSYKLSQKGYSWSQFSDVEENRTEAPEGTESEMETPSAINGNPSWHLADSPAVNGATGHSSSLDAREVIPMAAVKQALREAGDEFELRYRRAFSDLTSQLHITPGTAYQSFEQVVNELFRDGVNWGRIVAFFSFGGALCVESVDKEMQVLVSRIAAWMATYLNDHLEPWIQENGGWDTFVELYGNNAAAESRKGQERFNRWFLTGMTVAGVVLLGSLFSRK
Bfl-1 Bim block: inhibitors of Bim-Bfl-1 interaction, human; inhibition, % at 10 µM; Bead-based flow cytometry, Bim-Bfl-1 binding inhibition; hit rate 0.12% among 190,000; AID 1008; Q16548;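 note: 0% = wells without compound plus tracer and 100% = blocker peptide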
Rac1 wt GTP bind: modulators of human Rac1 wildtype GTP binding; P63000; GST-Rac1 beads, fluorescent GTP binding, flow cytometry; actives lie on both sides; 0 = cold GTP competed, 100 = untreated; GTP binding activity (% of control), % at 10 µM; hit rate 0.27% among 190,000; AID 757;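 active = GTP binding activity at least 20 points away from the 100% control level, either lower or higher; inconclusive = compound flagged as likely green fluorescent, judged across all proteins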
HRas wt GTP bind: human HRas wildtype GTP binding, change in either direction | GST-Ras wt beads, Bodipy-FL-GTP binding, flow cytometry; actives lie on both sides | P01112 | GTP binding activity, % at 10 µM | hit rate 0.14% among 190,000;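 active = GTP binding activity at least 20% away from the 100% baseline, either lowered as inhibitor or raised as activator; inconclusive = flagged as likely green fluorescent, judged across all proteins in the well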;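 note: 0% = unlabeled GTP competition control and 100% = no-compound control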
Target sequence (P01112 whole entry, looked up): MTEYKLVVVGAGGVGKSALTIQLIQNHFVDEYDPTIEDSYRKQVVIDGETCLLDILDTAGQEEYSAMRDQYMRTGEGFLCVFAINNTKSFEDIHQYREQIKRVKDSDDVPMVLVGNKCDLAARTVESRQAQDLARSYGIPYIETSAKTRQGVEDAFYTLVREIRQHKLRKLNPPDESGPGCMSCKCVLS
Rac1 act GTP bind: human Rac1 activated mutant GTP binding change. P63000. hit rate 0.11% among 190,000. percent activity (GTP binding), % at 10 µM. GST-Rac1 activated beads, fluorescent GTP binding, flow cytometry; actives lie on both sides; 100% means binding = to untreated wells;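 active = GTP binding at least 20 percentage points away from the 100% baseline, in either direction, so actives lie on both sides; inconclusive = Compound likely fluorescent itself, or too few beads counted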
* marks the source's active call; other numbers are inactive results; u = inconclusive. Cut-off read from the data, not from the text of the source, unless noted: active = inhibition above about 40%.

SMILES	Rab2 wt GTP	Rab7 wt modul	Bim-Bcl-B	Bim-Bcl-2	Bcl-W Bim block	Cdc42 wt GTP	Bim-Bcl-XL	Bfl-1 Bim block	Rac1 wt GTP bind	HRas wt GTP bind	Rac1 act GTP bind
COCC(C)n1c(SCc2ccc(OC)c(F)c2)nc2ccccc2c1=O (stereo not given)	99	104	-10	-3	-3	99	-2	-7	101	102	98
CCN(c1ccc(NC(=O)COC(=O)c2ccc(C)c(S(=O)(=O)N3CCOCC3)c2)cc1)C(C)C	100	101	-3	-3	-3	97	-6	-6	101	99	97
CC(=O)c1cccc(NC(=O)N2CCCC2C(=O)NCc2ccccc2)c1 (stereo not given)	103	98	-10	-12	-4	104	-10	-17	109	103	101
CCn1cc(C(=O)Nc2ccc(OC)c(OC)c2)c2cc(OC)c(OC)cc2c1=O	99	98	-7	-13	-2	100	-7	-11	103	100	100
O=C(CN1CCCCC1)Nc1cccc(Cl)c1	98	107	-5	-6	-2	100	-3	-6	100	97	92
Cc1nn(CC(O)COc2ccc3c(c2)CCC3)c(C)c1C (stereo not given)	91	93	-13	-14	-1	90	-6	-14	86	91	90
O=c1[nH]c(=O)n(-c2ccc(F)cc2)c2c1C(C(F)(F)F)(C(F)(F)F)N=C(c1ccc(F)cc1)N2	97	98	-9	-13	-5	102	-10	-7	101	98	98
NC(=O)C1CCCN(S(=O)(=O)c2ccccc2)C1 (stereo not given)	103	102	0	0	0	103	0	-1	101	103	100
CCc1c(C)[nH]n(-c2nc(-c3ccccc3)cs2)c1=O	94	96	-4	0	1	92	2	-2	95	95	95
COc1ccc(OC)c(C(=O)COC(=O)CNC(=O)c2ccccc2)c1	99	100	3	-1	1	100	3	0	99	98	99
COc1ccc(NC(=O)c2ccco2)cc1NC(=O)c1ccc(Br)o1	97	100	-11	-8	0	99	-15	-10	98	98	98
CCCSc1nnc(NC(=O)Nc2ccccc2)s1	102	100	-6	-5	-6	105	-6	-5	104	100	100
O=C(NC1C(=O)NNC1c1ccc(Cl)cc1)c1ccc(F)cc1 (stereo not given)	100	105	-5	-2	-3	99	-1	-10	97	98	95
COc1cccc(-c2cc(=O)c3cc(NC(=O)c4ccc(N(C)C)cc4)ccc3[nH]2)c1	97	103	-1	0	-1	101	1	4	96	97	99
Cc1ccc(NC(=O)CN(C)CC(=O)Nc2ccccc2Oc2ccccc2)cc1	99	102	-1	0	0	99	0	-4	100	98	95
CC(C)CC(=O)N1CCC(O)(CS(=O)(=O)Cc2ccc(Cl)cc2)CC1	102	105	1	0	1	104	1	0	100	104	97
COc1ccc(CN(C)c2nc(-c3cccnc3)nc3ccccc23)cc1OC	u	u	1	-3	-2	u	-2	-3	u	u	u
OCCC1CN(Cc2ccc(-n3cccn3)cc2)CCN1Cc1ccccc1 (stereo not given)	98	96	-16	0	1	96	-4	0	97	96	95
O=C(O)CC(NS(=O)(=O)c1c(F)cc(F)cc1Br)c1ccccc1Cl (stereo not given)	101	102	2	0	0	105	4	1	110	100	97
CC(=O)NC(=S)NNC(=O)c1ccc(Br)cc1	97	108	-28	-5	-1	93	-7	2	96	95	92
CCN(Cc1ccccc1)S(=O)(=O)c1cc(C(=O)NC2CCCCCC2)ccc1OC	97	101	2	-3	0	99	4	-1	98	100	99
S=C(Nc1ccccc1)Nc1ccc(Br)cn1	95	96	-2	-3	0	98	-3	-4	98	95	98
CCCCNC(=O)CCNS(=O)(=O)c1ccc(C)cc1	100	96	-5	-7	3	101	7	-10	100	101	99
O=C1c2ccccc2C(O)(Cc2ccccc2)N1CCCN1CCOCC1 (stereo not given)	103	102	-4	-8	0	106	-1	-11	108	102	99
CCOC(=O)C/C(C)=N\Nc1nc(-c2ccccc2)cs1	96	97	-1	0	-3	97	-2	-2	97	96	95
CCC(C)(C)n1nnnc1C(c1cc2cc(OC)c(OC)cc2[nH]c1=O)N1CCc2ccccc21 (stereo not given)	101	104	-2	-3	-3	101	-3	-2	104	102	100
CCOC(=O)N1CCN(c2cc(=O)n(-c3ccccc3C)c(=O)[nH]2)CC1	101	104	-2	-1	-4	100	-1	-5	99	100	97
O=C(CCl)N(c1ccccc1)c1ccccc1	97	100	-4	-3	-1	97	-4	-4	97	98	95
CC(C)CNC(=O)c1ccc(Cl)c(NC(=O)COc2ccccc2)c1	99	103	-2	0	0	98	0	-3	95	100	95
COc1ccc(NC(=O)COC(=O)C(CC(C)C)N2C(=O)C3CC=CCC3C2=O)cc1Cl (stereo not given)	101	105	-3	-4	-5	102	-6	-13	105	102	102
O=C(NN1C(=O)C2C(c3ccccc3)C=CC(c3ccccc3)C2C1=O)c1cccc(Br)c1 (stereo not given)	96	95	-4	-8	-7	97	-6	-14	97	95	93
CCOC(=O)C1=C(C)Nc2nnnn2C1c1ccccc1Cl (stereo not given)	93	94	-7	-3	-2	90	-6	-1	95	95	93
O=C(Cn1nnc(-c2ccccc2Cl)n1)N/N=C/c1ccc(-c2cccc(Cl)c2)o1	102	105	1	-10	-2	103	-1	-29	105	105	101
CCn1nc(C)c(C(=O)Nc2cc(Oc3ccc(Cl)cc3)cc([N+](=O)[O-])c2)c1C	101	96	-3	1	3	99	1	1	100	98	99
Oc1c(I)cc(I)c2cccnc12	106	100	-12	3	0	103	-4	3	102	103	100
O=C(NC(=S)Nc1ccc2oc(=O)ccc2c1)c1ccc(-c2cccc(Cl)c2Cl)o1	86	93	-13	1	-3	87	-7	5	86	89	85
O=c1[nH][nH]c(=O)c2c(NS(=O)(=O)c3ccccc3)cccc12	104	101	-2	-1	1	101	-4	-3	102	103	98
CCOC(=O)c1c(NC(=O)CCN2C(=O)c3ccccc3C2=O)sc(C(=O)OC(C)C)c1C	102	97	-8	-5	-9	102	-4	-10	106	99	100
CC1CC(C)CN(CCCn2c(=S)[nH]c3ccccc3c2=O)C1 (stereo not given)	99	97	-8	-10	3	102	-9	-8	103	99	99
CC1Cc2ccccc2N1Cc1nc2cc(Cl)ccc2c(=O)[nH]1 (stereo not given)	100	99	-1	0	1	106	1	1	109	104	103
CC(=O)Nc1cc([N+](=O)[O-])ccc1N1CCOCC1	96	98	0	0	2	94	1	-1	99	98	96
COc1ccc(CCNC(=O)COC(=O)CCC(=O)c2ccc(F)cc2)cc1OC	97	105	-4	-1	0	96	-2	-4	100	98	95
Cc1cc(C)c(S(=O)(=O)O)c(C)n1	102	104	-2	-5	-5	102	-3	-1	103	103	101
O=C(CCc1nnc(CCCCc2ccccc2)o1)NCc1cc(F)ccc1F	97	97	-1	0	-1	98	1	-1	102	99	97
COc1ccc(Sc2nc3ccccc3n3c(C(F)(F)F)nnc23)cc1	104	97	-1	-4	-3	109	-1	-1	105	106	102
CCc1nnc(NC(=O)c2ccncc2)s1	103	104	-3	-2	-4	104	-8	-5	109	106	100
COc1cc(C(=S)N2CCCC2)cc(OC)c1O	102	99	-10	-2	4	103	-4	-2	108	102	102
CCOC(=O)c1cc2cc(C)ccc2[nH]1	100	100	-3	-1	-2	101	-3	-3	103	100	99

Part of the list above in another layout:
Each structure is followed by: Rab2 wt GTP, Rab7 wt modul, Bim-Bcl-B, Bim-Bcl-2, Bcl-W Bim block, Cdc42 wt GTP, Bim-Bcl-XL, Bfl-1 Bim block, Rac1 wt GTP bind, HRas wt GTP bind, Rac1 act GTP bind
CC(=O)Nc1cc([N+](=O)[O-])ccc1N1CCOCC1
 : 96, 98, 0, 0, 2, 94, 1, -1, 99, 98, 96
COc1ccc(CCNC(=O)COC(=O)CCC(=O)c2ccc(F)cc2)cc1OC
 : 97, 105, -4, -1, 0, 96, -2, -4, 100, 98, 95

Other results.
SMILES	Rab2 wt GTP	Rab7 wt modul	Bim-Bcl-B	Bim-Bcl-2	Bcl-W Bim block	Cdc42 wt GTP	Bim-Bcl-XL	Bfl-1 Bim block	Rac1 wt GTP bind	HRas wt GTP bind	Rac1 act GTP bind
CC(CN(C)Cc1ccccc1)OC(=O)c1ccc2c(c1)OCCO2 (stereo not given)	100	99	-4	-5	-2	104	-4	-6	103	103	99
O=C(Nc1nc(-c2ccncc2)cs1)c1ccc(S(=O)(=O)N2CCOCC2)cc1	u	u	0	0	-1	u	0	0	u	u	u
CN(C)c1cc(O)c(C(=S)Nc2ccccc2)c(N(C)C)c1	97	97	-5	-1	0	94	-2	0	95	97	94
COCCn1c(=NC(=O)CSC(C)=O)sc2cc(OC)ccc21	101	101	-13	-10	-5	102	-11	-10	106	100	100
O=C(NC1CCCCCCC1)c1ccco1	103	104	0	-2	-1	100	0	0	100	102	100
O=C(CN1C2=NCCN2c2ccccc21)N1CCOCC1	103	104	-2	-1	-4	105	-2	-1	108	103	101
Cc1csc(NC(=O)CCc2c(C)nc3cc(-c4cccc(F)c4)nn3c2C)n1	97	98	-6	0	-3	96	-5	-1	99	99	98

Of the compounds above, these have an NH in an aromatic ring:
SMILES	Rab2 wt GTP	Rab7 wt modul	Bim-Bcl-B	Bim-Bcl-2	Bcl-W Bim block	Cdc42 wt GTP	Bim-Bcl-XL	Bfl-1 Bim block	Rac1 wt GTP bind	HRas wt GTP bind	Rac1 act GTP bind
O=c1[nH]c(=O)n(-c2ccc(F)cc2)c2c1C(C(F)(F)F)(C(F)(F)F)N=C(c1ccc(F)cc1)N2	97	98	-9	-13	-5	102	-10	-7	101	98	98
CCc1c(C)[nH]n(-c2nc(-c3ccccc3)cs2)c1=O	94	96	-4	0	1	92	2	-2	95	95	95
COc1cccc(-c2cc(=O)c3cc(NC(=O)c4ccc(N(C)C)cc4)ccc3[nH]2)c1	97	103	-1	0	-1	101	1	4	96	97	99
CCC(C)(C)n1nnnc1C(c1cc2cc(OC)c(OC)cc2[nH]c1=O)N1CCc2ccccc21 (stereo not given)	101	104	-2	-3	-3	101	-3	-2	104	102	100
CCOC(=O)N1CCN(c2cc(=O)n(-c3ccccc3C)c(=O)[nH]2)CC1	101	104	-2	-1	-4	100	-1	-5	99	100	97
O=c1[nH][nH]c(=O)c2c(NS(=O)(=O)c3ccccc3)cccc12	104	101	-2	-1	1	101	-4	-3	102	103	98
CC1CC(C)CN(CCCn2c(=S)[nH]c3ccccc3c2=O)C1 (stereo not given)	99	97	-8	-10	3	102	-9	-8	103	99	99
CC1Cc2ccccc2N1Cc1nc2cc(Cl)ccc2c(=O)[nH]1 (stereo not given)	100	99	-1	0	1	106	1	1	109	104	103
CCOC(=O)c1cc2cc(C)ccc2[nH]1	100	100	-3	-1	-2	101	-3	-3	103	100	99
